From PubChem
M5 PAM: human M5 muscarinic receptor positive allosteric modulators, primary screen, CHO-K1 cells, Fluo-8 calcium fluorescence; activation, % at 3 µM; AID 624038, 2012; 360,000 compounds, 0.3% hits; Muscarinic acetylcholine receptor M5 (Homo sapiens), P08912; CHO-K1 hM5, ACh EC20 PAM; 0% = ACh EC20, 100% = ACh EC100;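 active = activation above the run cutoff, the mean activation of all test compounds plus 3 SD, cut at about 18% in these data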
Target sequence (P08912 whole entry, looked up): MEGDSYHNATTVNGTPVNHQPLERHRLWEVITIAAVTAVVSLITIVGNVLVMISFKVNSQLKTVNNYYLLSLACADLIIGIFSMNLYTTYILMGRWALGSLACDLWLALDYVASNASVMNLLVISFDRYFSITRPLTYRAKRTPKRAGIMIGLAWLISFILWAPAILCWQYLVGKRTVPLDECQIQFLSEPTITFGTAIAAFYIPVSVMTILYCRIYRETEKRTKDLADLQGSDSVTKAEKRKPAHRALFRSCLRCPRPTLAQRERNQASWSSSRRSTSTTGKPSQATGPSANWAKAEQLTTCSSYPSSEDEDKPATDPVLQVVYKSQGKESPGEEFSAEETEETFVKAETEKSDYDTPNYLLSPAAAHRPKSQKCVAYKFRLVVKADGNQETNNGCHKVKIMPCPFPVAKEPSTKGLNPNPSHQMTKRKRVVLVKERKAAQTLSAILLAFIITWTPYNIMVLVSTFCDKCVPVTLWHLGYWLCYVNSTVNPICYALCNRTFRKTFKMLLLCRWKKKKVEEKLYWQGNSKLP
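Assay system: CHO-K1 hM5 cells / Incubation: Fluo-8 loading 80 min at 37 °C plus 30 min room temperature / Technique: Fluo-8 calcium dye fluorescence, kinetic read / Repeats: single replicate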
CHRM4 PAM: human M4 muscarinic receptor positive allosteric modulators, primary screen, CHO-K1 cells, Fluo-8 calcium fluorescence | activation, % at 3 µM | CHO-K1 hM4/Gqi5, ACh EC20; 0% = ACh EC20, 100% = maximal ACh | 360,000 compounds, 0.4% hits;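 active = activation above its plate's cutoff, the mean activation of sample wells plus 3 SD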; also: some results filed as inactive read as strong as hits
Target sequence (P08173 whole entry, looked up): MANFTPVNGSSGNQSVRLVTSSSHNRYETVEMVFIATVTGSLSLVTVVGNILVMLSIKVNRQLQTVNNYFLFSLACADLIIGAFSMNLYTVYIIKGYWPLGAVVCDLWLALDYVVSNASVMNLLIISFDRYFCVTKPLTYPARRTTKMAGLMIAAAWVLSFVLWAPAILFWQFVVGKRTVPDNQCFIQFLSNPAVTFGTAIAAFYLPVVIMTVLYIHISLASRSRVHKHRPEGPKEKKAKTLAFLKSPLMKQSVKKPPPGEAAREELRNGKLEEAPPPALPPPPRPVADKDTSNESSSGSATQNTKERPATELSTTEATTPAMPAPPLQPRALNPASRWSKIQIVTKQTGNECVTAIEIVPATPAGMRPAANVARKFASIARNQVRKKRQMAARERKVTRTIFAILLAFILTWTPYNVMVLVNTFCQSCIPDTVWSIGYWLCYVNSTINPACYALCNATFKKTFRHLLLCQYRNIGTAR
CRFR2-BP ag: agonists of CRF-BP/CRF-R2 complex, primary screen, cell-based, HEK293, calcium dye fluorescence, uHTS | activation, % at 13.2 µM | calcium dye fluorescence (FLIPR); percent of saturating CRF peptide response | 350,000 compounds, 0.46% hits | AID 588473, 2011 | CRF-binding protein / CRF receptor 2 complex (human);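 active = activation of at least 50%, plus an integration ratio under a set limit after plate pattern correction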;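 also: plate controls were neutral control wells without compound for no effect and CRF at EC100 for full effect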
CHRM4 antagonist: human M4 muscarinic receptor antagonists, primary screen, CHO cells, Fluo-8 calcium fluorescence | Muscarinic acetylcholine receptor M4 (Homo sapiens), P08173 | CHO-hM4 cells, ACh EC80 | inhibition, % at 3 µM | 360,000 compounds, 0.73% hits | AID 624125, 2012;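 active = inhibition above its plate's cutoff, the mean inhibition of sample wells plus 3 SD, cut at about 27% in these data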;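 also: 0% = acetylcholine EC80 with DMSO and 100% = DMSO without agonist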
M5 antag: human M5 muscarinic receptor antagonists, primary screen, CHO cells, Fluo-8 calcium fluorescence; Muscarinic acetylcholine receptor M5 (Homo sapiens), P08912; CHO-hM5 cells, ACh EC80; inhibition, % at 3 µM; 360,000 compounds, 0.59% hits;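 active = inhibition above a per-plate cutoff, the mean of that plate's test compounds plus 3 SD, cut at about 27% in these data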;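 also: 0% = acetylcholine EC80 with DMSO and 100% = DMSO without agonist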
CHRM4 agonist: human M4 muscarinic receptor agonists, primary screen, CHO-K1 cells, Fluo-8 calcium fluorescence; CHO-K1 hM4/Gqi5; vehicle 0%, full acetylcholine response 100%; activation, % at 3 µM; 360,000 compounds, 0.14% hits; AID 624127, 2012;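 active = activation above the run mean over all test wells plus 3 SD, cut at about 32% in these data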;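 also: peak over basal fluorescence ratio per well then scaled between controls; 0% = DMSO wells and 100% = acetylcholine at EC100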
CHRM5 agonist: human M5 muscarinic receptor agonists, primary screen, CHO-K1 cells, Fluo-8 calcium fluorescence; activation, % at 3 µM; AID 624037, 2012; CHO-K1 hM5 cells; 0% DMSO wells, 100% maximal acetylcholine response; 360,000 compounds, 0.19% hits;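 active = activation above the run's mean over test compounds plus 3 SD, cut at about 23% in these data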;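 also: signal is peak over basal fluorescence ratio across the kinetic read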
CRFBP-R2 block: antagonists of CRF-BP/CRF-R2 complex, primary screen, cell-based, HEK293, calcium dye fluorescence, uHTS; CRF-induced calcium fluorescence; 350,000 compounds, 0.59% hits; inhibition, % at 11.8 µM; AID 588475, 2011;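 active = inhibition of the ligand-induced calcium signal above about 50% at the single tested concentration, limit read from the data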
IDE cell inh: human IDE inhibitors in live cells, primary screen, fluorescence polarization, HEK cells, FAbetaB substrate. Insulin-degrading enzyme (Homo sapiens), P14735. FAbetaB cleavage. inhibition, % at 5.59 µM. 320,000 compounds, 0.41% hits. AID 434962, 2010;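 active = percent inhibition above the average of all tested compounds plus 3 SD, set per screening campaign, cut at about 16% in these data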;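 also: IDE supplied by intact live HEK cells; FP after avidin binding of uncleaved biotin substrate so inhibition keeps polarization high; 0% = DMSO wells and 100% = 60 µM reference IDE inhibitor Ii1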
Numbers without * were called inactive; . = not tested or not shown.

SMILES	M5 PAM	CHRM4 PAM	CRFR2-BP ag	CHRM4 antagonist	M5 antag	CHRM4 agonist	CHRM5 agonist	CRFBP-R2 block	IDE cell inh
Nn1c(SCC(=O)N2CCCc3ccccc32)nnc1-c1ccccc1	-5.9	-8.6	0.3	13.9	11.6	0.8	-1.8	-1.1	0.3
COc1ccnc(N2CCN(c3ccccc3)CC2)c1C#N	-5.0	-1.2	7.9	-0.9	6.2	3.8	3.0	5.0	-2.1
CCc1cccc(C)c1NC(=O)CSc1ncn[nH]1	5.5	-0.7	3.7	0.9	0.9	0.5	-1.8	-7.3	0.5
Cc1cccc(C(=O)OCC(=O)NC(=O)c2ccccc2)c1O	-4.3	1.2	-0.9	-5.4	8.4	0.8	3.5	15.8	4.8
O=C(NNC(=O)c1ccc([N+](=O)[O-])cc1)c1ccc(NS(=O)(=O)c2cccs2)cc1	2.8	-0.4	-0.3	0.1	16.8	0.5	-0.7	5.1	2.2
Cc1ccc(C)c2sc(N)nc12	3.8	1.8	-1.0	14.1	8.3	0.5	-4.2	-5.4	3.9
COc1cccc(-c2ccc3nnc(SCC(=O)Nc4ccc(NC(C)=O)cc4)n3n2)c1	5.3	9.3	0.3	-10.9	4.0	1.2	2.1	3.6	10.7
COc1ccccc1CC(=O)NNC(=O)c1cccs1	0.3	-4.2	-0.2	-5.5	6.0	0.0	-0.6	-16.4	0.9
COc1ccccc1N1CCN(S(=O)(=O)c2ccc([N+](=O)[O-])cc2)CC1	-7.5	-0.1	-0.9	-13.7	-2.2	2.2	1.5	4.6	.
COc1ccccc1-c1nnc(SCc2nc3ccccc3s2)n1C	-18.7	-0.9	-1.3	2.8	17.2	2.1	-0.7	0.3	11.3
CCOC(=O)Cc1c(Sc2ccccc2)c2cc(C)ccc2n1C	-4.7	-6.9	-0.6	2.4	-4.2	0.0	-1.3	21.5	-0.6
COc1ccc(OCCSc2nnc(-c3ccccc3)n2N)cc1	-5.7	1.3	-0.6	-1.8	-1.8	1.8	-3.0	6.8	5.4
NC1=NC(=O)/C(=C/c2cccs2)S1	-3.3	0.8	-0.9	-1.2	4.0	-0.9	1.0	23.6	2.0
C=CCNC(=S)N/N=C/c1ccc(C)cc1C	21.2*	6.4	-1.2	-11.4	-14.6	-1.1	1.1	-6.0	0.1
CCNC(=O)NC(=O)CSc1cccc(C(F)(F)F)c1	0.3	4.9	-1.9	3.7	0.1	0.7	-0.4	-15.1	-0.3
CC(NC(=O)c1ccccc1NS(C)(=O)=O)c1ccccc1 (configuration not stated)	0.6	4.0	-4.2	-11.0	-3.4	0.6	-1.4	19.8	-0.8
COCC(=O)N1CCCC(C)(C(=O)Nc2cccc(Oc3ccccc3)c2)C1 (configuration not stated)	-1.7	3.2	.	-4.4	4.8	0.3	1.0	.	.
O=C1CCC([N+](=O)[O-])C(c2ccc3c(c2)OCO3)N1 (configuration not stated)	3.8	2.9	3.5	4.1	-7.5	0.5	0.5	9.0	-0.7
CCc1ccc(-c2cc(C)no2)cc1S(=O)(=O)NCc1ccccc1OC	-6.0	-11.2	-0.6	-17.4	7.1	1.5	-4.1	3.1	2.8
Cc1ccc(S(=O)(=O)NCCOc2cc(C)ccc2C)cc1	-3.8	-3.2	-3.1	-9.4	7.2	1.7	-1.7	0.1	-2.9

Record cards, as listed above.
Cc1ccc(C)c2sc(N)nc12 as listed: M5 PAM = 3.8; CHRM4 PAM = 1.8; CRFR2-BP ag = -1.0; CHRM4 antagonist = 14.1; M5 antag = 8.3; CHRM4 agonist = 0.5; CHRM5 agonist = -4.2; CRFBP-R2 block = -5.4; IDE cell inh = 3.9
COc1ccnc(N2CCN(c3ccccc3)CC2)c1C#N as listed: M5 PAM = -5.0; CHRM4 PAM = -1.2; CRFR2-BP ag = 7.9; CHRM4 antagonist = -0.9; M5 antag = 6.2; CHRM4 agonist = 3.8; CHRM5 agonist = 3.0; CRFBP-R2 block = 5.0; IDE cell inh = -2.1

Next section
SMILES	M5 PAM	CHRM4 PAM	CRFR2-BP ag	CHRM4 antagonist	M5 antag	CHRM4 agonist	CHRM5 agonist	CRFBP-R2 block	IDE cell inh
CCCC(=O)NCCCc1nc2ccccc2n1CCC	-3.4	11.4	0.0	-1.9	-12.5	1.0	-1.7	-1.5	4.4
O=[N+]([O-])c1ccc(N/N=C2\CC3CC=CC23)c([N+](=O)[O-])c1 (configuration not stated)	-6.9	-9.4	-0.5	4.4	13.2	10.3	7.2	-7.0	-2.0
C=CCOc1ccc(C2C(C#N)=C(N)N(Nc3ccccc3)C3=C2C(=O)CCC3)cc1OC (configuration not stated)	6.1	7.1	-0.5	-5.1	-7.0	-0.5	-0.4	-30.5	4.2
CCCC(C)(C)C(=O)N1CCC1(C)C(=O)Nc1cccc2ccccc12 (configuration not stated)	-14.4	-4.8	.	1.3	9.5	-2.6	-2.7	.	.
CC1CN(CCCSc2ccc(Cl)cc2)CC(C)O1 (configuration not stated)	2.6	-6.6	-4.9	-4.0	7.9	-0.5	-5.4	11.7	-3.2
CCN(CC)C(C)C(=O)Nc1c2c(cc3c1CCC3)CCC2 (configuration not stated)	-1.4	7.4	0.8	-2.1	-2.8	0.2	-5.0	2.4	2.3
COCCCN(C(=O)Cn1ncc2c(=O)oc3ccc(C)cc3c21)C(C)c1ccncc1 (configuration not stated)	2.4	13.1	10.3	-18.6	-5.2	1.8	0.5	6.6	3.7
CC(=O)Nc1cccc(OC(=O)c2ccoc2C)c1	-1.2	-0.1	115.0*	6.2	8.5	0.6	2.4	-58.3	2.9
C/C(=N/NC(=O)c1ccco1)c1cccc(NC(=O)c2ccc(C)o2)c1	2.3	0.1	-0.6	1.5	0.1	0.9	-4.0	1.8	2.2
O=c1[nH]c(NCCO)c(N=Cc2ccccc2)c(=O)[nH]1	-14.0	-8.0	2.1	11.2	16.8	18.8	1.1	8.6	0.0
C=CC[C@@H](CC(=O)N[C@H](CO)Cc1ccccc1)C(=O)N[C@H](COC(=O)[C@@H](CC=C)CC(=O)OC(C)(C)C)Cc1c[nH]c2ccccc12	0.3	1.8	1.3	12.5	9.7	4.6	3.1	-4.1	5.5
COc1ccc(Cl)cc1-c1nc(SCC(=O)NCC2CCCO2)n[nH]1 (configuration not stated)	11.2	13.8	-1.2	-11.1	2.9	1.8	0.1	0.6	-2.3
COc1ccc(C(=O)N/N=C/c2cc(Br)ccc2O)cc1OC	2.9	6.2	-0.2	-5.0	-4.3	7.9	-2.0	-2.8	1.1
Cc1ccc(-c2csc3ncnc(N4CCN(C)CC4)c23)cc1C	-21.9	-2.6	2.5	0.2	4.6	0.5	-25.0	-37.6	3.1
CN1CCN(NC(=O)c2cccc(F)c2)CC1	1.0	8.9	1.6	-0.5	-2.8	0.7	-2.3	10.7	1.9
Cc1ccc(S(=O)(=O)NCC(=O)OCC(=O)c2cc(C)n(-c3ccccc3)c2C)cc1	-5.7	-8.9	-0.8	12.7	1.1	0.2	-4.4	47.1	0.5
COc1ccc(COCC(O)CN2CCc3ccccc3C2)cc1OC (configuration not stated)	2.3	-7.5	-0.6	3.5	4.6	1.2	-1.6	-0.1	0.3
COc1ccc(CNC(=O)C2CCCN(S(=O)(=O)c3ccc4c(c3)C(C)(C)C(=O)N4C)C2)cc1 (configuration not stated)	-4.0	-0.3	-1.2	-14.9	-4.6	6.6	1.8	8.1	0.4
CC(=O)c1ccc(NC(=O)C(C)n2nc(-c3ccccc3)c3cc(Cl)ccc32)cc1 (configuration not stated)	-5.0	-7.2	4.5	7.0	2.3	1.5	3.0	5.3	0.8
CN(CC(=O)Nc1ccc(F)cc1)C(=O)C1CCCC1	-14.7	-1.9	-0.2	3.9	10.6	0.2	2.9	3.4	0.1
C=CCn1c(CNC(=O)c2ccco2)nnc1SCC(=O)c1ccc(OC)cc1	-21.4	-17.3	1.6	17.8	19.0	20.9	2.0	-10.9	-5.4
O=S(=O)(Nc1ccc(Cl)cn1)c1ccccc1	-3.4	0.2	-0.6	0.1	1.8	0.5	-2.6	6.9	3.2
CCCCNC(=S)Nc1cccc(C(C)=O)c1	-2.8	-4.7	-0.4	6.3	1.5	0.9	-0.8	10.3	7.7
Cc1ccc(CSc2nnc(-c3ccccn3)n2N)cc1	-6.5	0.7	1.9	1.0	9.4	0.6	-3.3	-9.2	9.4
O=C1CCC([N+](=O)[O-])C(c2cccc(Cl)c2Cl)N1 (configuration not stated)	2.1	16.8	-0.2	1.0	7.1	1.6	-0.7	1.5	0.9
C#CCN(C[C@H]1[C@H](OC(=O)NCc2ccccc2)[C@H](OC(=O)NCc2ccccc2)C[C@@H](C(=O)OC)[C@H]1C(=O)OC)S(=O)(=O)c1ccc(C)cc1	-13.3	-8.8	1.6	-3.3	12.4	4.1	0.3	-8.4	.
COC(=O)C1(C)Nc2ccccc2C(=O)N1c1ccccc1C (configuration not stated)	-1.3	-3.3	-1.7	-4.0	2.8	0.8	2.1	-8.9	-0.8
COc1ccc(NS(=O)(=O)c2ccc(NC(=O)C(CCSC)NC(N)=O)cc2)cc1 (configuration not stated)	3.6	-1.4	-0.6	-1.2	3.3	1.6	-1.2	-10.8	-1.7
CSc1cccc(CN2CCC(n3nccc3NC(=O)C3CC3)CC2)c1	-5.2	-6.0	-2.1	1.6	-2.0	1.1	-11.2	-16.5	0.2
N#Cc1cccc(NC(=O)Nc2cccs2)c1	-15.2	-12.2	8.0	17.0	19.5	14.5	11.5	107.9*	4.6
COc1ccc(CN2C(=O)C(CC(C)C)Nc3ncnc(N4CCN(c5ccccn5)CC4)c32)cc1 (configuration not stated)	-10.2	1.4	0.4	-19.4	6.4	1.7	-6.3	-4.9	-0.6
CC(=O)c1ccccc1N(C(=O)c1ccco1)C(C(=O)NC1CCCC1)c1ccc(N2CCOCC2)cc1 (configuration not stated)	3.4	3.1	-2.3	-5.5	8.4	1.1	-4.1	-5.8	-7.4
COc1ccc(NC(=O)c2cc3ccccc3oc2=O)cc1	2.8	0.7	-1.4	3.0	6.6	0.6	-0.1	13.4	.
CCOC(=O)c1cnc2c(C#N)c(C)nn2c1-c1ccccc1	-10.5	-2.3	-3.0	-1.5	7.4	4.5	1.7	-12.8	-0.7
O=C(COC(=O)/C=C/c1ccco1)Nc1ncc(C(F)(F)F)cc1Cl	-1.3	2.5	-1.0	-16.9	-5.8	-0.7	-2.9	-0.9	0.5
O=C(COc1ccccc1)Nc1ccc(Cl)cn1	5.2	-3.2	-0.7	-0.4	3.1	1.2	0.1	-1.8	5.0
Cc1cccc(C(=O)Nc2cc(C)ccc2NC(=O)COc2ccccc2)c1	-9.7	-0.9	-3.2	7.5	8.5	5.2	-3.4	-3.1	3.6

Compounds were not picked by outcome (roughly 2.9% active in at least one column).
